BH1578 lux ind = inducers of Vibrio cholerae quorum light production without autoinducers, primary screen, BH1578 luxS cqsA deficient, single point | activation, % at 18.7 µM | 350,000 tested, 0.16% active | V. cholerae BH1578 lux reporter, luminescence, 6 h | AID 588436, 2011; in the data active = activation mostly above about 9.7%, no sharp cut-off; note: not every result past the cut was called active; inactives centre near 0; reference of the scale not given here
SSB-PriA inh = inhibitors of Klebsiella pneumoniae PriA binding to SSB C-terminal tail, primary screen, biochemical, AlphaScreen. PriA–SSB C-terminal tail interaction (Klebsiella pneumoniae). AlphaScreen SSBct-PriA binding, biotinylated peptide. inhibition, % at 33 µM. 430,000 tested, 0.6% active; in the data active = inhibition mostly above about 37%, no sharp cut-off; inactive = mostly below about 20%;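 note: plate controls were negative control peptide for no effect and reference peptide for full effect; strong numbers were not always called active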
MazEF act = activators of E. coli MazEF toxin-antitoxin RNase, primary screen, biochemical, fluorescence, uHTS | Endoribonuclease toxin MazF (Escherichia coli (strain K12)), P0AE70 | FAM/BHQ RNA-DNA oligo cleavage fluorescence, 5 h | activation, % at 20 µM | 350,000 tested, 0.32% active | AID 504720, 2011; in the data active = activation above about 50%
Target sequence (P0AE70 whole entry, looked up): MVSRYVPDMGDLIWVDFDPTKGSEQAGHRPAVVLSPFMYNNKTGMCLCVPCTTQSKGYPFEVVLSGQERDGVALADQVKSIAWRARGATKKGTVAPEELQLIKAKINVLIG
3CLpro inhibitor = SARS-CoV 3CLpro protease inhibitors, primary screen, biochemical, quenched FRET | Replicase polyprotein 1ab (Severe acute respiratory syndrome coronavirus), P0C6X7 | AID 1706, 2009 | inhibition, % at 6 µM | recombinant SARS-CoV 3CLpro, quenched FRET peptide cleavage | 290,000 tested, 0.14% active; in the data active = inhibition above about 12%
VHR inh abs = VHR1 phosphatase inhibitors, primary screen, biochemical, absorbance, uHTS; Dual specificity protein phosphatase 3 (Homo sapiens), P51452; recombinant VHR phosphatase, pNPP absorbance; inhibition, % at 13.3 µM; 290,000 tested, 0.52% active; AID 1654, 2009; in the data active = inhibition above about 50%; note: some compounds called inactive have numbers as strong as hits
Target sequence (P51452 whole entry, looked up): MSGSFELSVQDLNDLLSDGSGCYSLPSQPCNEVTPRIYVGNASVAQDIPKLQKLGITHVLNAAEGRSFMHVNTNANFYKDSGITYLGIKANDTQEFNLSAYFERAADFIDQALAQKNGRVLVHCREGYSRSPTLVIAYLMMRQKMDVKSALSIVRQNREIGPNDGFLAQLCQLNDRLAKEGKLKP
PfHsp40 yeast = rescue of yeast from PfHsp40 toxicity, primary screen, S. cerevisiae, ATP luminescence; S. cerevisiae expressing PfHsp40, growth rescue; 340,000 tested, 0.68% active; growth rescue, % at 12.5 µM; in the data active = growth rescue above about 28%, passing the limit was not always enough;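 note: yeast W303a lacking pdr1 and pdr3 grown in galactose medium; growth measured after three days at 30 °C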
Y pestis TopoI = Yersinia pestis topoisomerase I inhibitors, primary screen, biochemical, cleavage product accumulation, plate reader, single point. DNA topoisomerase I (Yersinia pestis CO92). Y. pestis Topo-I cleavage product accumulation. activity, % at 10 µM. 360,000 tested, 0.064% active; in the data active = activity above about 50%, passing the limit was not always enough; note: inactives centre near 2
Rv3671c protease = Rv3671c serine protease inhibitors, primary screen, biochemical, fluorescence polarization, M. tuberculosis H37Rv; inhibition, % at 5.96 µM; 320,000 tested, 0.048% active; P9WHR9; in the data active = inhibition above about 38%;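 note: extracellular domain of Rv3671c used as enzyme; 0% = enzyme with DMSO and 100% = no enzyme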
TcdB GH inh = TcdB glycohydrolase inhibitors, primary screen, biochemical, single point, plate reader. AID 652162, 2013. inhibition, % at 9.99 µM. TcdB glycohydrolase enzymatic assay. Toxin B (Clostridioides difficile), P18177. 350,000 tested, 0.24% active; in the data active = inhibition above about 10%
Anthrax LF prot = Bacillus anthracis LF protease inhibitors, primary screen, biochemical, multiplex microsphere, MLPCN library; inhibition, % at 10 µM; multiplex microsphere protease cleavage assay; 360,000 tested, 0.12% active; in the data active = inhibition above about 30%; note: plate controls were buffer without enzyme for full effect and enzyme alone for no effect
Target sequence (P15917 whole entry, looked up): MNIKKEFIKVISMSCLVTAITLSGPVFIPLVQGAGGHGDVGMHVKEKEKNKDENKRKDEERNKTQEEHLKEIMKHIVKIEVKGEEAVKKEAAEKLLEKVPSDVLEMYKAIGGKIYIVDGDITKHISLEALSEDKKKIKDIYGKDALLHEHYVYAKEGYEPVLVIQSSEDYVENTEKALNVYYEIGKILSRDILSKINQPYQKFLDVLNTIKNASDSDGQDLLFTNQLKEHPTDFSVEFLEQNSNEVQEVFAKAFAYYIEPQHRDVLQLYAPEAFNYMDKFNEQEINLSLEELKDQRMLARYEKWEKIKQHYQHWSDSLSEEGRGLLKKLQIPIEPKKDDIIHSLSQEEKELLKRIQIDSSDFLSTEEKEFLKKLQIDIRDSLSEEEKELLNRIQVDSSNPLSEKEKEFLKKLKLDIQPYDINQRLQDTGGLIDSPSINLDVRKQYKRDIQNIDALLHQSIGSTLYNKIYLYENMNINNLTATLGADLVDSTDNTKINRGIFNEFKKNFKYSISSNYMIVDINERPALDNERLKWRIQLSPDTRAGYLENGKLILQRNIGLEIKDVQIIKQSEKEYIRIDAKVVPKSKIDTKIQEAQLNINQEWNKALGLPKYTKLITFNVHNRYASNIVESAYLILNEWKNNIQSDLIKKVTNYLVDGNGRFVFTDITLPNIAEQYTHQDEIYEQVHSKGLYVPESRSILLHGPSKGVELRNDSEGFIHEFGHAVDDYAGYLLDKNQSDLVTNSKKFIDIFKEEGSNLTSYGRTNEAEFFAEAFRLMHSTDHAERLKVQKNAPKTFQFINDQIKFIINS
Numbers without * were called inactive; i = inactive; . = no result given; & = joins results of further samples. These rows are one share of the data (hit frequency here may not be typical).

cpd	Compound	Rv3671c protease	MazEF act	VHR inh abs	TcdB GH inh	PfHsp40 yeast	3CLpro inhibitor	Anthrax LF prot	SSB-PriA inh	BH1578 lux ind	Y pestis TopoI
1	COc1ccc(NC(=O)Cn2nnc(-c3ccccc3NS(=O)(=O)c3ccccc3)n2)cc1	-40	2	5	.	-0.5	7	2	-6	-0.2	-12
2	COc1ccc2[nH]c(=O)c(CN(CC3CCCO3)S(=O)(=O)c3ccccc3F)cc2c1 (centres undefined)	4	3	-30	0.2	0.0	-2	0	-4	-0.4	4
3	CCOC(=O)CC(=O)CSc1nc(-c2cccnc2)ccc1C#N	-12	-30	-8	-0.1	-0.7	4	2	-5	i	12
4	COc1ccc(C(=O)NC(Oc2ccccc2)C(Cl)(Cl)Cl)cc1 (centres undefined)	6	-11	2	.	-1.5	1	0	-12	4.0	0
5	Cc1nn(S(=O)(=O)c2ccc(Br)cc2)c(C)c1S(=O)(=O)N1CCOCC1	-6	3	-12	1.3	0.9	-3	4	-21	-0.6	-3
6	CC(C)c1ccc(O)c(N)c1	-1	4	35	.	1.3	3	-3	3	-0.3	2
7	OCCNCC12CC3CC(CC(C3)C1)C2	4	5	23	0.9	-1.4	-3	7	6	1.0	-14
8	CN1CCc2c(sc(NC(=O)Cc3ccc(F)cc3)c2C(N)=O)C1	8	6	-4	-0.4	0.3	-1	-2	9	-0.3	2
9	Cc1ccc(S(=O)(=O)N(CC(=O)N/N=C/c2ccco2)c2cc(Cl)cc(Cl)c2)cc1	-24	-7	5	.	-1.5	1	-3	.	-0.3	-5
10	O=C(CS(=O)c1cccc(C(F)(F)F)c1)Nc1ccc(Cl)cc1Cl (centres undefined)	-15	-9	22	.	0.6	7	-2	-11	i	0
11	Cc1noc(C)c1CCC(=O)N1CCCC(CO)(Cc2ccccc2)C1 (centres undefined)	2	5	6	1.2	1.1	0	0	-12	i	6
12	Oc1c(Br)cc(Br)cc1CN1CCN(Cc2ccccc2)CC1	-3	0	35	.	2.1	2	2	-3	-2.5	5
13	CC[C@H](C)[C@@H](C(=O)N1CCNCC1)n1cc([C@@H](N)CC(C)C)nn1	-2	11	14	1.4	0.6	-4	4	7	-5.9	-7
14	COc1ccc(CN2C(=O)c3ccccc3C2OC)cc1 (centres undefined)	-5	4	4	0.8	-1.0	-3	-5	-12	-0.8	2
15	CCOC(=O)c1sc(NC(=O)CSc2n[nH]c(-c3ccccc3)n2)c(C#N)c1C	-39	1	-7	.	0.3	-1	-1	-4	-0.7	-1
16	Cc1ccc(F)c([C@H]2[C@H]3C=CC[C@@H](C)[C@@H]3C(=O)N2Cc2ccccc2)c1	-5	5	26	1.8	2.8	.	5	-8	-3.6	21
17	O=C1CCCC2=C1C(c1ccccc1)n1c(s/c(=C/c3cccc(F)c3)c1=O)=N2 (centres undefined)	-1	-2	-8	-0.2	-0.6	-1	1	.	i	3
18	CN(C(=O)c1cccc(NC(=O)Cc2ccc(NC(=O)C3CCN(C(=O)C4CCCCC4)CC3)cc2)c1)C1CCCC1	.	-8	.	-0.3	1.4	.	-2	-9	-1.0	28
19	Cc1ccccc1NC(=S)N(CCN1CCCCCC1)Cc1cccs1	3	2	19	0.7	-0.6	0	13	-5	-0.4	24
20	Cc1nc2ccccn2c1C(=O)NNS(=O)(=O)c1ccc(C(C)(C)C)cc1	5	0	-1	.	0.1	3	0	3	i	-7

cpd	Compound	Rv3671c protease	MazEF act	VHR inh abs	TcdB GH inh	PfHsp40 yeast	3CLpro inhibitor	Anthrax LF prot	SSB-PriA inh	BH1578 lux ind	Y pestis TopoI
21	O=c1c(Cl)c(N2CCN(c3ccc(F)cc3)CC2)cnn1-c1nc2ccccc2s1	7	1	-12	.	-0.3	6	-1	3	3.6	-1
22	CCOC(=O)N1CCN(C(c2ccc(C)cc2)c2sc3nc(C)nn3c2O)CC1 (centres undefined)	0	3	18	-5.3	0.7	.	-14	-8	-0.5	13
23	CC(C(=O)Nc1ccc(S(=O)(=O)N2CCCC2)cc1)N1CCN(c2ccccc2O)CC1 (centres undefined)	0	2	.	1.4	-0.2	.	1	-5	i	7
24	COc1ccc(CN2C(=O)CN=C2Nc2cccc(C)c2C)cc1	-5	0	14	.	0.1	-2	-3	3	-0.7	-4
25	CC(=O)c1ccc(NS(=O)(=O)c2ccc([N+](=O)[O-])cc2)cc1	.	9	.	-1.4	-0.7	.	-1	-4	i	-10
26	S=c1[nH]c2cnc(Cl)nc2[nH]1	.	0	.	0.1	0.6	.	-8	-8	-0.4	0
27	CC(C)CNC(=O)C1CCN(Cc2ccc(OCc3ccccc3)cc2)CC1	-6	0	-8	.	0.6	-2	0	-10	-0.4	7
28	O=[N+]([O-])c1ccc(O)c(Nc2c([N+](=O)[O-])ccc3nonc23)c1	4	7	4	2.2	-1.2	3	8	9	i	-8
29	Cc1cc(NC(=O)COn2nnc3ccc(S(C)(=O)=O)cc32)ccc1Br	-3	-24	9	2.2	-0.9	24*	1	-4	-0.5	-1
30	COc1cc(/C=C/C(=O)c2cccc([N+](=O)[O-])c2)cc(OC)c1OC	-8	-4	-8	1.3	-0.3	-6	2	0	-0.2	-8
31	Cc1ccc([C@H]2N[C@]3(CCCN(Cc4cccn4C)C3=O)[C@H]3C(=O)N(C)C(=O)[C@@H]23)cc1	.	1	.	1.4	.	.	-4	.	0.5	20
32	Cc1ccccc1Nc1nc(Cl)nc(NC(C)(C)C)n1	.	-6	.	-0.3	.	.	-1	.	i	1
33	COc1ccccc1C(=O)NNC(=O)c1ccc(C)cc1	5	1	40	2.1	-1.1	-4	0	3	-2.1	5
34	CC(C)c1nc(SCC(=O)Nc2nc3c(s2)CCCC3)c2ccccc2n1	-4	-4	-13	.	22	4	-4	-6	-9.2	1
35	CCn1c(=O)n(CC)c2cc(N3CCCC3)c(NC(=O)c3cccc(Cl)c3)cc21	-3	9	42	0.4	0.8	-3	1	-8	-0.6	-1
36	COc1ccc(S(=O)(=O)N2CCC(C(=O)NCCCc3ccccc3)CC2)cc1	-1	5	7	1.3	-0.1	3	1	-7	-0.3	29
37	C[C@H]1CN=C(N(C)C)N1CCc1ccc(F)cc1	8	1	.	1.2	4.0	.	0	-22	i	0
38	CCC(=NCc1ccco1)c1c(O)n(-c2ccc(OC)cc2)c(=O)[nH]c1=O	4	1	12	.	1.0	-5	0	-17	5.0	4
39	CN(C(=O)CSc1nnc(CN2CCCC2)n1Cc1ccccc1)c1ccccc1	-5	-5	.	0.9	0.1	.	4	-14	-1.2	7
40	Cc1ccc(-c2nc(Nc3cccc(O)c3)c3ccccc3n2)cc1	-55	15	.	2.6	30*	-1	2	-6	-0.6	-30

cpd	Compound	Rv3671c protease	MazEF act	VHR inh abs	TcdB GH inh	PfHsp40 yeast	3CLpro inhibitor	Anthrax LF prot	SSB-PriA inh	BH1578 lux ind	Y pestis TopoI
41	O=C(CSc1nnc(-c2ccc(F)cc2)o1)N1CCCC1	2	-2	30	-0.6	-0.4	2	-1	0	-0.2	0
42	O=C(COC(=O)COc1ccccc1F)Nc1ccc(Cl)cn1	11	3	1	0.6	0.1	8	0	-6	i	10
43	COCCCNc1nc2c(-c3cccc(C)c3)nnn2c2ccccc12	1	-3	18	-0.1	0.5	-1	-5	-8	-0.6	5
44	COc1ccc(C(C)=O)cc1COC(=O)CNC(=O)c1ccc(Cl)cc1	7	9	30	-4.9	0.0	1	0	-3	-0.6	7
45	CCOc1ccc(-c2cn3ccccc3n2)cc1[N+](=O)[O-]	-6	4	-4	0.7	1.5	-1	-1	12	-0.2	-2
46	Cc1ccc(S(=O)(=O)N2CCCCC2)cc1C(=O)N(CCc1ccccc1)Cc1ccccc1	-1	-3	.	0.4	0.1	.	1	-8	-5.0	2
47	COc1cccc(C2CC(c3ccccc3)Nc3ncnn32)c1 (centres undefined)	1	-3	-16	.	-0.8	-1	0	-4	i	11
48	COC(=O)N1CCCc2cc(C)ccc21	-1	6	22	0.5	-0.2	6	-3	-6	i	-2
49	O=C(CN(C(=O)CNC(=O)c1cccs1)c1ccccc1F)NC1CCCC1	4	6	6	0.5	-1.2	2	11	-11	i	2
50	Cc1cc(=O)n2nc(N3CCC(C(=O)Nc4cccc(Cl)c4C)CC3)sc2n1	6	2	-17	1.8	-0.7	9	-5	-1	-1.3	-5
51	O=C(COC(=O)c1ccc(Cl)c(S(=O)(=O)N2CCCCC2)c1)NCC1CCCCC1	-9	-2	.	0.3	3.2	.	4	-8	0.2	24
52	CCOC(=O)N1CCN(C(=O)c2cc3c(=O)n4ccccc4nc3s2)CC1	-7	4	24	2.0	-0.8	-4	4	6	i	0
53	CCCn1cc(CN2CCCC(C(=O)c3cccc(OC)c3)C2)c(C)n1 (centres undefined)	-7	-3	16	0.1	-0.4	0	-1	-3	i	0
54	Cc1cc(C)n2ncc(C(=O)O)c2n1	-3	7	23	1.1	0.6	4	-4	3&12	i	-2
55	O=S(=O)(NCC(c1ccco1)N1CCN(c2ccccc2)CC1)c1ccc(F)cc1 (centres undefined)	2	-16	14	.	0.9	1	-4	-9	0.1	1
56	C[C@H](NC(=O)c1cc2cc(Cl)ccc2n1C)C(=O)N1CCC[C@H]1C(=O)O	-6	-21	1	0.0	0.0	2	-3	6	-0.8	0
57	CN(CC(=O)Nc1ccc2c(c1)OCCO2)S(=O)(=O)c1ccc(Br)s1	5	5	2	.	2.4	5	-4	-9	i	-2
58	O=[N+]([O-])c1ccc2nc(-c3ccccc3)oc2c1	-2	-26	12	4.8	-1.3	-3	5	6	-0.9	15
59	CN(CC(=O)NCCc1ccccc1)S(=O)(=O)c1ccccc1	8	-32	20	0.3	-0.8	2	-1	-7	-0.3	14
60	CSc1ccccc1NC(=O)c1cccc(S(=O)(=O)N2CCN(C)CC2)c1	-8	7	-7	0.9	-1.7	5	2	-21	-1.0	-4

cpd	Compound	Rv3671c protease	MazEF act	VHR inh abs	TcdB GH inh	PfHsp40 yeast	3CLpro inhibitor	Anthrax LF prot	SSB-PriA inh	BH1578 lux ind	Y pestis TopoI
61	CC(C)(C)c1nnc2sc(SCC(=O)c3ccc(Cl)cc3)nn2c1=O	-5	4	34	-2.1	-0.6	4	0	-7	i	4
62	COc1ccccc1C(=O)NNC(=O)C1CC=CCC1 (centres undefined)	-13	-4	13	-0.5	1.5	3	3	-2	0.8	-3
63	N#Cc1c(NCCN)nc(NCc2ccccc2)c2c1CCN(Cc1ccccc1)C2	.	-12	14	.	0.8	-4	-4	-1	1.3	-2
64	CC(=O)c1ccccc1OCC(O)Cn1ccnc1 (centres undefined)	-8	1	-16	0.7	-0.7	1	2	-15	-1.2	-4
65	CCN(CC)S(=O)(=O)c1ccc(OC)c(NC(=O)CCS(=O)(=O)Cc2ccccc2)c1	2	-4	44	0.5	0.4	5	-1	-14	i	18

Among those listed so far, these have an NH in an aromatic ring:
cpd	Compound	Rv3671c protease	MazEF act	VHR inh abs	TcdB GH inh	PfHsp40 yeast	3CLpro inhibitor	Anthrax LF prot	SSB-PriA inh	BH1578 lux ind	Y pestis TopoI
2	COc1ccc2[nH]c(=O)c(CN(CC3CCCO3)S(=O)(=O)c3ccccc3F)cc2c1 (centres undefined)	4	3	-30	0.2	0.0	-2	0	-4	-0.4	4
15	CCOC(=O)c1sc(NC(=O)CSc2n[nH]c(-c3ccccc3)n2)c(C#N)c1C	-39	1	-7	.	0.3	-1	-1	-4	-0.7	-1
26	S=c1[nH]c2cnc(Cl)nc2[nH]1	.	0	.	0.1	0.6	.	-8	-8	-0.4	0
38	CCC(=NCc1ccco1)c1c(O)n(-c2ccc(OC)cc2)c(=O)[nH]c1=O	4	1	12	.	1.0	-5	0	-17	5.0	4

Compound activity from PubChem.
